Screens: PubChem BioAssay, National Center for Advancing Translational Sciences (NCATS)
RXFP1 ag: qHTS Assay for Agonists of the Relaxin Receptor RXFP1. HEK293T-RXFP1 cAMP TR-FRET, 30 min; response scale: percent of porcine relaxin response, buffer zero. Potency, µM (series often up to 57.5 µM), without a hit: at the highest dose activation, hits mostly activators. hit rate 0.3% among 370,000; note: potency is the fitted concentration of half-maximal effect; % is set by controls: 0 for no effect and ±100 for the full control effect; nearly all actives have a fitted effect of over 60% in size; many of its hits are not listed in these tables
Target sequence (Q9HBX9 whole entry, looked up): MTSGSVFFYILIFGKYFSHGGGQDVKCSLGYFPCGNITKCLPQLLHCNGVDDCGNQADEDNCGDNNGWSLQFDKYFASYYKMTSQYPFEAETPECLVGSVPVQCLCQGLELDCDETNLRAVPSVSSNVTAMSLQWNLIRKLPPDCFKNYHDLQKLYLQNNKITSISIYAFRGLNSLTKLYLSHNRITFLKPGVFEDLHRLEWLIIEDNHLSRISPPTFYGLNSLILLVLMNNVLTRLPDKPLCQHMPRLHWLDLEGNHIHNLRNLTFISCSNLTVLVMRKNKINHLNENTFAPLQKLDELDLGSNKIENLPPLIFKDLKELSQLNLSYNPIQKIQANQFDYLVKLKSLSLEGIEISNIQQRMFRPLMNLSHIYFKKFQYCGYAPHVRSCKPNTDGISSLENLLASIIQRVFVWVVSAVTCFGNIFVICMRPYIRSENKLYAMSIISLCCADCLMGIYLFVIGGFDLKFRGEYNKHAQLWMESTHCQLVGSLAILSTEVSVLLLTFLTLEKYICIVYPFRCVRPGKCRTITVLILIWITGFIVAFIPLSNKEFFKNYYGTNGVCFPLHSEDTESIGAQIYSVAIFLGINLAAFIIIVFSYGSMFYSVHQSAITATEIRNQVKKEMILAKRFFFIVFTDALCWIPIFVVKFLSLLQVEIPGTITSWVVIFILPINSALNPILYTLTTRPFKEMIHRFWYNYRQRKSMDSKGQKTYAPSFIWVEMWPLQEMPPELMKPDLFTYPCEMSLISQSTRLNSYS
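cAMP rise read by TR-FRET after 30 min, 37C compound exposure (up to 58 uM) in RXFP1-transfected HEK293 cells with Ro 20174 present. EC50 from Hill-equation fits, with 29 nM porcine relaxin as 100% and buffer as basal.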
D1 antagonist: Antagonist of Human D 1 Dopamine Receptor: qHTS; AID 504652, 2011; HEK293 TREx D1 cells, calcium flux, dopamine EC80; hits give low values; hit rate 3.2% among 360,000; activity change, negative = inhibition, % at 10 µM; in the data active = activity change below about -30%; note: % is set by controls: 0 for no effect and ±100 for the full control effect
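Tetracycline-induced HEK293 Trex D1 cells, force-coupled to calcium, dye-loaded; compounds added and read 180 s, then EC80 dopamine added and calcium flux tracked kinetically another 180 s.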
LDHA block: qHTS assay for inhibitors of human lactate dehydrogenase | L-lactate dehydrogenase A chain (Homo sapiens), P00338 | purified LDHA, NADH/diaphorase-resazurin fluorescence; hits give low values | activity change, % (values are at about 110 or 230 µM) | hit rate 0.15% among 480,000; in the data active = activity change below about -30%; inconclusive = mostly about -25% to -30%;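 note: plate controls were DMSO wells for no effect and wells without enzyme for full effect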
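Human LDH5 at 2 nM final in Tris HCl pH 7.4 with 0.06 mM NADH and 0.2 mM pyruvate, reacted 5 minutes at room temperature. Remaining NADH coupled via diaphorase/resazurin; resorufin fluorescence read at 0 and 20 minutes, normalized to enzyme-free and DMSO wells.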
GRP78 ERSR act: qHTS for Inducers of the Endoplasmic Reticulum Stress Response (ERSR) in Human Glioma: qHTS; U87-MG GRP78 promoter luciferase reporter, 16 h; Potency, µM, for inactives: at the highest dose activation, usual class: activators; hit rate 0.02% among 420,000; AID 602332, 2012; note: potency is the fitted concentration of half-maximal effect; series mostly up to about 76 µM; % of control where 0% means no effect; nearly all actives have a fitted effect of over 35% in size
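Stably transfected U87-MG human glioma cells carrying a GRP78-based luminescent sensor were seeded at 1000 cells/well, pin-dosed with compounds and incubated 16 h. Luciferase reagent was then added, and end-point luminescence was read after 10 min at room temperature.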
D2 potentiator: HTS Assay for Positive Allosteric Modulators of the Human D2 Dopamine Receptor: Primary Screen for Potentiators; D(2) dopamine receptor (Homo sapiens), P14416; HEK293 T-REx D2, calcium flux, EC20 dopamine potentiation; potentiation, % at 10 µM; hit rate 0.34% among 340,000;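 active = potentiation over 3 SD above the plate norm, cut at about 30% in these data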; note: 0% is about no effect
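Using a no-wash calcium dye in inducible, force-coupled HEK293 Trex cells expressing D2, we tracked fluorescence each second for 180 s after compound, then for 180 s after EC20 dopamine to detect augmented signalling.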
Vif-A3G inh: qHTS for Inhibitors of Vif-A3G Interactions: qHTS. DNA dC->dU-editing enzyme APOBEC-3G (Homo sapiens), Q9HC16. HeLa A3G-eYFP + Vif (tagged APOBEC3G with the HIV-1 protein that degrades it), YFP fluorescence, overnight. Potency, µM (doses to about 46.1 µM), for inactives: top-dose activity, negative = active, usual class: inhibitors. hit rate 0.076% among 410,000. AID 602310, 2012;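 note: potency is the fitted concentration of half-maximal effect; % is set by controls: 0 for no effect and ±100 for the full control effect; nearly all actives have a fitted effect of over 60% in size; hits raise eYFP signal because A3G escapes Vif-driven loss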
Target sequence (Q9HC16 whole entry, looked up): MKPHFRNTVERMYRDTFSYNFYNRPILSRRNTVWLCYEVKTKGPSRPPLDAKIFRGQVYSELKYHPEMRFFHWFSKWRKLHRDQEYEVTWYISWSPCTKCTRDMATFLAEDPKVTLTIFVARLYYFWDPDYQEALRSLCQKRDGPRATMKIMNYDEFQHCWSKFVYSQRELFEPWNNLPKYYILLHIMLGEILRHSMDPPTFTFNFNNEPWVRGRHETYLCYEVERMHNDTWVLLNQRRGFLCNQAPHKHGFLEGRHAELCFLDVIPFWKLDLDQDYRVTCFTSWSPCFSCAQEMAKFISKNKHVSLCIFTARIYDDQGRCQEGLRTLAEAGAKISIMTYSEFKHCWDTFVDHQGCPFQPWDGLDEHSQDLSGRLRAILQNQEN
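HeLa cells stably expressing Vif and C-terminally eYFP-tagged A3G, seeded overnight at 37 deg C, then exposed to compound by pintool overnight at 37 deg C. Rise in yellow fluorescence (Ex 488/Em 500-530, Acumen) marks blocked Vif-driven A3G degradation.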
D1 ag: Allosteric Agonists of the Human D1 Dopamine Receptor: qHTS. D(1A) dopamine receptor (Homo sapiens), P21728. HEK293 T-REx D1 cells, calcium flux, agonist mode. activation, % at 2 µM. hit rate 1% among 360,000. AID 504660, 2011; in the data active = activation above about 30%; note: 0% is about no effect
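Inducible HEK293 T-REx D1 cells, force-coupled to calcium signalling, were plated at 4000 cells/well with tetracycline and held overnight at 30 C. After no-wash calcium dye loading, compound-evoked calcium rise over 180 s flagged agonists.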
Vif-APOBEC3F blk: qHTS for Inhibitors of Vif-A3F Interactions: qHTS; Potency, µM (titrated, usually from 46.1 µM), for inactives: top-dose activity, negative = active; HeLa A3F-eYFP + Vif (tagged APOBEC3F with the HIV-1 protein that degrades it), YFP fluorescence increase; AID 602313, 2012; hit rate 0.2% among 390,000; note: potency is the fitted concentration of half-maximal effect; % of control where 0% means no effect; nearly all actives have a fitted effect of over 65% in size
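Fluorescence increase (Ex 488/Em 500-530) after overnight compound treatment at 37 deg C flags inhibition of Vif-driven A3F-eYFP loss in stable HeLa A3F-eYFP/Vif cells seeded overnight beforehand.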
D1 potentiator: Potentiators of Human D1 Dopamine Receptor: qHTS | potentiation, % at 10 µM | hit rate 0.036% among 360,000 | AID 504651, 2011 | HEK293 TREx D1 cells, calcium flux, dopamine EC20 potentiation; in the data active = potentiation above about 30%; note: 0% is about no effect
* = called active by the depositor; ? = inconclusive; · = not tested or not shown; & = joins results of further samples. Unless noted, calls come from the whole dose curve; as a rule, active = well fitted curve in the direction sought with a large enough effect; inconclusive = small, poorly fitted or top-dose-only effect, or another doubt; inactive = no such curve, though single readings can be large; an effect the other way counts as inactive or inconclusive. Not all compounds are listed; the hit share may differ from the screen's.

Preview (4 entries):
SMILES	RXFP1 ag	D1 antagonist	LDHA block	GRP78 ERSR act	D2 potentiator	Vif-A3G inh	D1 ag	Vif-APOBEC3F blk	D1 potentiator
Cc1ccc(-c2ccnc3nc(Sc4ncc(C(F)(F)F)cc4Cl)nn23)cc1	1.0%	4	0	-2%	5	0%	4	1%	4
Cc1ccc(CNC(=O)CN2C(=O)CSc3c2c(C)nn3-c2ccccc2)cc1	-0.6%	8	-15	-2%	-7	4%	0	-9%	-4
COc1ccc2c(c1OC)C(=O)N1c3ccccc3N=C(c3ccc([N+](=O)[O-])cc3)CC21 (configuration not stated)	0.5%	2	2	-5%	5	-1%	0	-7%	-6
Cc1[nH]c2ccccc2c1/C=N/NC(=O)c1cccc(S(=O)(=O)Nc2ccccc2Cl)c1	0.3%	2	-4	-2%	0	-3%	2	-19%	4

This part in full, from the start:
SMILES	RXFP1 ag	D1 antagonist	LDHA block	GRP78 ERSR act	D2 potentiator	Vif-A3G inh	D1 ag	Vif-APOBEC3F blk	D1 potentiator
Cc1ccc(-c2ccnc3nc(Sc4ncc(C(F)(F)F)cc4Cl)nn23)cc1	1.0%	4	0	-2%	5	0%	4	1%	4
Cc1ccc(CNC(=O)CN2C(=O)CSc3c2c(C)nn3-c2ccccc2)cc1	-0.6%	8	-15	-2%	-7	4%	0	-9%	-4
COc1ccc2c(c1OC)C(=O)N1c3ccccc3N=C(c3ccc([N+](=O)[O-])cc3)CC21 (configuration not stated)	0.5%	2	2	-5%	5	-1%	0	-7%	-6
Cc1[nH]c2ccccc2c1/C=N/NC(=O)c1cccc(S(=O)(=O)Nc2ccccc2Cl)c1	0.3%	2	-4	-2%	0	-3%	2	-19%	4
COc1ccccc1C(=O)Nc1ccccc1OCc1cc(=O)n2c(C)csc2n1	?	-1	-5	1%	·	-3%	-1	0%	-3
O=C1NC(Cc2ccccc2)c2nc3ccc(F)cc3c(=O)n2-c2ncccc21 (configuration not stated)	·	·	-9	-4%	·	0%	·	-9%	·
O=C(/C=C/c1ccco1)NC(=S)Nc1ccc(Cl)cn1	-0.7%	0	-2	1%	-8	-3%	1	?	-4
COC(=O)c1c(-c2ccc(S(C)(=O)=O)cc2)sc2ccc(OC)cc12	·	·	-6	-2%	·	-5%	·	-5%	·
CC(=O)NC(CCS(C)(=O)=O)C(=O)Nc1cccc(Cl)c1Cl (configuration not stated)	2.0%	0	-17	-4%	-6	2%	2	-5%	-2
CC(C)C(OC(=O)c1ccco1)C(=O)NC1CCCC1 (configuration not stated)	1.5%	8	-10	-3%	-8	2%	2	2%	-8
CCn1nnnc1-c1ccc(OC)c(S(=O)(=O)Nc2ccc(S(N)(=O)=O)cc2)c1	0.5%	-4	-11	-4%	1	-7%	2	5%	1
O=C(CSc1nnc(Cn2nnc3ccccc32)o1)N(Cc1ccc(F)cc1)c1ccccc1	-0.8%	-41*	-8	-1%	7	-2%	2	-1%	-3
COc1ccc(NC(=O)NCc2ccco2)cc1OC	-1.2%	-16	-1	-1%	-7	-4%	1	7%	2
CCCCCCC[C@@H](C/C=C/CCC(=O)N(C)C/C(=C/Cl)C/C(=C\C(=O)N1CC(OC)=CC1=O)OC)OC	·	·	5	1%	·	-18%	·	?	·
O=C(NN1C(=O)C2C3c4ccccc4C(c4ccccc43)[C@@H]2C1=O)c1ccccc1 (some centres not stated)	0.4%	-8	-2	-1%	8	2%	0	0%	9
CCOc1ccc(NC(=O)C(C)C(Cc2ccc(C)cc2)C(=O)O)cc1 (configuration not stated)	-0.8%	-8	1	1%	0	0%	0	2%	7
Cc1ccc(C)c(NC(=S)N2CCC(N(C)CC3CCCO3)CC2)c1 (configuration not stated)	0.5%	-2	-3	0%	16	3%	6	2%	-3
CCOc1ccc(N2CC(C(=O)Nc3nnc(Cc4ccc(OC)c(OC)c4)s3)CC2=O)cc1 (configuration not stated)	1.0%	-9	-4	-2%	-8	4%	-1	-7%	6
O=C(CSCc1ccco1)N1CCc2ccccc21	1.8%	10	-1	-2%	6	-5%	-1	-25%	-3
Cc1nn(-c2cc(N3CCCCC3)ccc2N)c(=O)c2ccccc12	0.0%	27	9	-3%	-10	0%	-3	-1%	-6
N#CC1=C2SCN(C3CCCCC3)CN2C(=O)CC1c1ccc(F)cc1 (configuration not stated)	9.4%	-14	22	0%	4	-1%	5	1%	1
CC(C)[C@H](NC(=O)c1ccccc1Br)C(=O)OCc1nc2ccsc2c(=O)[nH]1	4.0%	-30*	-7	-3%	3	0%	2	1%	-3
COc1cccc(CN(Cc2cccnc2)S(=O)(=O)c2ccc(-n3cnnn3)c(C)c2)c1OC	3.7%	4	-1	-5%	-4	-2%	3	0%	-4
CCN(CC(=O)NCC(=O)Nc1cccc(C)c1C)Cc1ccccc1	0.9%	1	-6	-1%	·	3%	3	3%	0
Cc1ncc(CO)c2c1Oc1nc(-c3ccc(F)cc3)nc(SCc3ccc(F)cc3Cl)c1C2	1.4%	-2	-7	-4%	-6	-1%	1	1%	-5
CC(C(=O)N(C1CC1)C1(C(=O)Nc2ccccc2)CCCC1)N1C(=O)c2ccccc2C1=O (configuration not stated)	1.3%	39	-5	-4%	-9	1%	6	0%	-7
CC(=O)NCC(=O)N(C)C(C(=O)Nc1ccc2c(c1)OCCO2)c1ccc(C)cc1 (configuration not stated)	1.8%	-3	-2	0%	5	2%	0	6%	-8
CCOc1ccccc1NC(=O)C1CCN(S(=O)(=O)c2cccc3cccnc23)CC1	0.6%	7	·	·	0	·	1	·	-2
COc1cc(NC(=O)C2CC(c3cccc(Br)c3)=NO2)cc(OC)c1OC (configuration not stated)	0.4%	-2	0	-7%	-2	-5%	6	-7%	1
Cc1ccc(CNC(=O)c2cc(=O)c3ccccc3o2)cc1	0.8%	-35*	-5&-7	6%	-9	0%	16	2%	·
COc1cc(C(=O)Nc2ccc(S(=O)(=O)Nc3nccc(C)n3)cc2)cc(OC)c1OC	3.4%	-12	-6	32µM*	-3	1%	2	8%	-2
CC(C)C(C(=O)NCC1CCCO1)N(C(=O)CNS(=O)(=O)c1ccc(F)cc1)C1CCCCC1 (configuration not stated)	-0.6%	-14	-1	-4%	9	-1%	2	5%	-6
Cc1ccn2c(CNC(C)c3cn(C)nc3C)c(C(=O)N3CCCCCC3)nc2c1 (configuration not stated)	1.1%	16	-2	-3%	-10	0%	9	-17%	-5
O=C(Nc1ccccc1)c1nn(-c2cccc(C(F)(F)F)c2)ccc1=O	-1.4%	·	-11	7%	-3	2%	-2	2%	-5
Cc1cccc(C)c1NC(=O)CN(C)C(=O)/C=C/c1cccs1	-2.1%	10	-2	-3%	-14	2%	0	-5%	2
Cc1cccc(N2C(S)=C(C#N)C(=O)NC23CCCCC3)c1	2.3%	4	0	3%	-4	-1%	1	-2%	-7
C=C1c2ccccc2NC(=O)N1c1ccc(C)cc1	0.8%	-3	-4	3%	5	1%	1	-5%	-3
CCCc1oc(C(=O)O)cc1CN	-0.4%	3	-2	-3%	-5	-3%	1	2%	4
O=C(CSc1n[nH]c(C2CCCC2)n1)NC1CCCC1	-0.4%	0	-8	-4%	-3	2%	1	-9%	1
COc1cc(S(=O)(=O)N(Cc2ccc(C)cc2)C2CCCCC2)ccc1-n1cnnn1	2.3%	-6	-6	-2%	5	0%	7	9%	-5
Cc1nc2oc3c(NCC4CCCO4)ncnc3c2c2c1COC(C)(C)C2 (configuration not stated)	7.7%	27	0	-1%	3	0%	4	-15%	6
O=C1CC(N2CCN(Cc3ccccc3)CC2)C(=O)N1c1ccc2c(c1)OCCO2 (configuration not stated)	1.6%	-6	3	-4%	-17	2%	5	-9%	1
CC1(C)CC(=O)c2cc(C(=O)N3CCN(CCO)CC3)c(=O)n(-c3ccc(Cl)cc3)c2C1	1.0%	-6	-8	0%	1	3%	5	1%	-3
O=S(=O)(c1ccccc1)N(CC(O)CN1CCCC1)c1ccccc1 (configuration not stated)	8.5%	-1	-1	-3%	3	-6%	5	8%	·
COc1cccc(Cn2c(SCc3ccc(C(=O)N4CCC(C)CC4)cc3)nc3ccncc32)c1	10.0%	-11	-14	-2%	11	4%	20	2%	-2
Cc1cccc(N2CCN(C(=O)c3csc4ccccc34)CC2C)c1 (configuration not stated)	2.8%	7	-1	-6%	1	-17%	1	-8%	-3
Cc1cccc(C2=NOC(=O)/C2=C\c2ccccc2F)c1	1.3%	0	-8	5%	-14	1%	1	-1%	-7
CC(C)CCNC(=O)c1cnn2c(C(F)(F)F)cc(-c3ccco3)nc12	2.7%	18	18	0%	1	2%	2	-10%	-1
COc1ccc(NS(=O)(=O)c2cc3c(cc2C)N(C(C)=O)CCO3)cc1	1.4%&0.0%	7&3	-5&-7	-5%&-4%	9	-3%&2%	3&1	-15%&10%	-7&-2
CSc1ccccc1NC(=O)COC(=O)CCc1ccccc1	0.0%	-1	-2	-2%	-4	3%	2	-28%	-2
Carrying on.
SMILES	RXFP1 ag	D1 antagonist	LDHA block	GRP78 ERSR act	D2 potentiator	Vif-A3G inh	D1 ag	Vif-APOBEC3F blk	D1 potentiator
COc1ccc(NC(=O)Nc2ccc(Br)cn2)cc1	0.7%	-1	2	0%	-5	11%	1	3%	3
COc1ccc2[nH]c(=O)c(-c3nnn(-c4ccccc4)n3)cc2c1	1.9%	-19	2	3%	11	0%	-1	6%	-2
COc1ccc(NC(=O)C2c3cc(OC)c(OC)cc3C(=O)N(C)C2c2cccnc2)cc1OC (configuration not stated)	2.3%	-8	-4	2%	4	-1%	1	-4%	4
CC(=O)Nc1ccc(S(=O)(=O)Oc2cccc(N3C(=O)C4CCCCC4C3=O)c2)cc1 (configuration not stated)	2.0%	-28	3	-3%	0	-4%	8	?	-7
